# Bioassay records from PubChem.
# Tau fluor counter: counter-screen for tau fibril formation inhibitors. tau K18 P301L Alexa594 fluorescence, heparin fibrillization. Potency, µM (top dose mostly 57.7 µM), for inactives: top-dose activity change, negative = decrease. actives 0.93% (n = 280,000). AID 1463; note: % is set by controls: 0 for no effect and ±100 for the full control effect; nearly all actives have a fitted effect of over 55% in size
#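 Human tau K18 P301L (15 uM unlabeled, 0.24 uM Alexa 594-labeled) in 100 mM sodium acetate pH 7 with 20 uM heparin, 6 hr at 37 C. ThT 30 uM added, 1 hr ambient; Alexa 594 FP and total fluorescence read at 555/632 nm.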
# GLA spleen mod: alpha-galactosidase A (human) modulation; actives 0.008% (n = 240,000); human spleen homogenate, 4MU-alpha-Gal fluorescence, 40 min; Potency, µM (titrated, usually from 80 µM), for inactives: at the highest dose activity change, negative = inhibition, actives largely listed as inhibitors; P06280;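 note: 0% = enzyme with vehicle and -100% = no enzyme basal signal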
# Target sequence (P06280 32-429 limits assumed): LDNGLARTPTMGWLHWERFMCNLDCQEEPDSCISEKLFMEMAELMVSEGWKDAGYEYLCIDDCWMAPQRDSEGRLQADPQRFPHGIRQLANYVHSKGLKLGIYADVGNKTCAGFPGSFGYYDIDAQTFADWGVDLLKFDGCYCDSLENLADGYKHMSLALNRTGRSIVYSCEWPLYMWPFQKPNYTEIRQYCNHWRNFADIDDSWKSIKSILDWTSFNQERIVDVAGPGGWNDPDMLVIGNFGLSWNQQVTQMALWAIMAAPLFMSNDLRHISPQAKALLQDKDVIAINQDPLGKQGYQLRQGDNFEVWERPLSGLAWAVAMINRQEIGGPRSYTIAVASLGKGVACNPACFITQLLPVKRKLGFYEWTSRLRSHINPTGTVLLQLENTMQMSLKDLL
#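 Human spleen homogenate (1 ug) as enzyme source, 4-methylumbelliferyl-alpha-D-galactopyranoside 1 mM final, citrate/phosphate pH 5.0 with 0.01% Tween-20. Compounds 40 min at 37C, NaOH/glycine stop; fluorescence Ex 365/Em 440, Hill-fit AC50.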
# GAA spleen mod: inhibits or activates alpha-glucosidase in human spleen homogenate. P10253. human spleen homogenate, 4-MU-alpha-glucoside fluorescence. Potency, µM (series often up to 79.9 µM), for the others: at the top dose activity change, negative = inhibition, most hits filed as inhibitors. actives 0.006% (n = 240,000). AID 2112;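 note: 0% = enzyme with vehicle and -100% = no enzyme basal signal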
#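 Human spleen homogenate (1 ug) incubated with compounds and 1 mM 4-methylumbelliferyl-alpha-D-glucopyranoside in pH 5.0 citrate/phosphate buffer, 37 C, 40 min. Stopped at pH 10; 4-MU fluorescence (Ex 365/Em 440 nm); AC50 by Hill fit.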
# Tau fibril ThT: inhibitors of human tau fibril formation, thioflavin T binding; P10636; recombinant tau K18 P301L (four-repeat tau fragment), heparin-induced fibrillization, ThT fluorescence; Potency, µM (doses to about 57.4 µM), without a hit: at the highest dose activity, negative = inhibition, actives largely listed as inhibitors; actives 2.1% (n = 270,000); note: % is set by controls: 0 for no effect and ±100 for the full control effect; nearly all actives have a fitted effect of over 55% in size
# Target sequence (P10636 561-689 P618L limits assumed): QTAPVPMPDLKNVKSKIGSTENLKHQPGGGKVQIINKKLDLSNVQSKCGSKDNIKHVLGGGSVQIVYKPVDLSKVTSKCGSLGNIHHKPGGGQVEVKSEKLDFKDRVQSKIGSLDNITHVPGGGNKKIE
#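 Recombinant human tau K18 fragment […] carrying P301L, 15 uM unlabeled plus 0.24 uM Alexa 594-labeled, was fibrillized with 20 uM heparin in 100 mM sodium acetate pH 7 for 6 hr at 37 C; 30 uM ThT fluorescence read after 1 hr.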
# HTT ATP protect: cytoprotection in Huntington HTT-Q103 PC12 cell model | actives 0.14% (n = 230,000) | AID 1471 | PC12 HTT-Q103 induced, cytoprotection, ATP luminescence, 40 h | Potency, µM (titrated, usually from 56.4 µM), inactives show cytoprotection (ATP increase), hits mostly activators;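 note: % of control where 0% means no effect; nearly all actives have a fitted effect of over 45% in size; toxic huntingtin expression switched on by the ecdysone agonist tebufenozide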
#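 Cells were plated at 1500 per well in phenol red-free DMEM with 5% equine and 5% calf serum. Tebufenozide (100 nM final) and compounds were added, then ATPlite reagent, and luminescence was read.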
# Tau fibril FP: tau fibrillization inhibition (FP). P10636. K18 P301L tau heparin fibrillization, Alexa594 FP, 6 h. Potency, µM (titrated, usually from 57.7 µM), for inactives: at the highest dose activity, negative = inhibition, most hits filed as inhibitors. actives 0.39% (n = 280,000). AID 1468; note: % is set by controls: 0 for no effect and ±100 for the full control effect; nearly all actives have a fitted effect of over 55% in size
#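 Human tau K18 […] P301L fragment, 15 uM unlabeled plus 0.24 uM Alexa 594-labeled tau (final), with compound and 20 uM heparin in 100 mM sodium acetate pH 7; 6 hr at 37 C, then Alexa 594 FP read.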
# GAA glycogen mod: GAA glycogen-cleavage inhibition or activation. actives 0.38% (n = 300,000). AID 2100. recombinant GAA, glycogen substrate, Amplex Red glucose oxidase fluorescence. P10253. Potency, µM (top dose mostly 76.4 µM), for inactives: at the highest dose activity change, negative = inhibition, actives largely listed as inhibitors;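 note: 0% = full enzyme reaction and -100% = no-enzyme basal signal; the screen sought inhibitors and activators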
#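 Recombinant enzyme (4 nM final) with compounds titrated up to 77 uM and bovine liver glycogen (30 ug) in citrate pH 5.0, 0.01% Tween-20, 37 C 40 min. Released glucose detected by Amplex Red/glucose oxidase (Ex 573/Em 610); AC50 from Hill fits.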
# GAA inhib: alpha-glucosidase (human) inhibition | P10253 | actives 0.005% (n = 200,000) | AID 1466 | Potency, µM (top dose mostly 76.9 µM), for inactives: at the top dose activity change, negative = inhibition, actives largely listed as inhibitors | purified human GAA, 4-MU-alpha-glucoside fluorescence;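 note: plate controls were uninhibited enzyme wells for no effect and no-enzyme background for full effect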
#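 qHTS format, compound range up to 77 uM. Human lysosomal enzyme at 4 nM, 400 uM 4-MU glucoside substrate, pH 5.0, 20 min room temperature; fluorescence after alkaline stop gives activity normalized to controls.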
# Active calls of the source: *; ? = inconclusive; / = not tested or not shown; & = joins results of further samples; [ ] = dose if it differs, or a comment. Calls come from the whole dose curve; as a rule, active = well fitted curve in the direction sought with a large enough effect; inconclusive = small, poorly fitted or top-dose-only effect, or another doubt; inactive = no such curve, though single readings can be large; an effect the other way counts as inactive or inconclusive. Potency is the fitted concentration of half-maximal effect. Random draw from the library; overall some 3.3% were active at least once.
1) Cc1nc(CN(C)Cc2nc(Cc3cccc(F)c3)no2)cs1
2) CC(C)c1ccc(S(=O)(=O)c2nnn3c2nc(N2CCCC2)c2sccc23)cc1
3) CCCC1(C)NC(=O)c2ccccc2O1 (stereo unspecified)
4) CCCCC(NC(C)=O)c1nc2ccccc2[nH]1 (stereo unspecified)
5) CCCCCN1C/C=C\C(c2ccc(OC)cc2)N(Cc2ccc(F)cc2)C(=O)C1 (stereo unspecified)
6) Nc1nc(N)c(S(=O)(=O)c2ccccc2)c(Nc2ccc(Br)cc2)n1
7) CCCOC(=O)Nc1cccc(C(C)=O)c1
8) CN(C)CCCn1c(=S)[nH]c2ccccc2c1=O

compound no.,1,2,3,4,5,6,7,8
Tau fluor counter,-1%,-10%,-10%,-4%,1%,?,2%,2%
GLA spleen mod,2%,/,5%,6%,7%&-3%,/,13%,-14%
GAA spleen mod,-3%,/,7%,-2%,16%&-1%,/,3%,0%
Tau fibril ThT,-4%,-1%,-9%,-6%,0%,-9%,-1%,4%
HTT ATP protect,-19%,/,-19%[10 µM],-11%,23%[10 µM],/,11%[10 µM],-15%
Tau fibril FP,2%,-4%,-4%,-9%,2%,32µM*,6%,1%
GAA glycogen mod,1%,-2%[76.3 µM],7%,2%,1%,-14%[76.3 µM],3%,-2%
GAA inhib,-2%,/,1%,5%,/,/,-6%,5%

9) O=C(COC(=O)c1cnc(Cl)c(Cl)c1)NCc1ccc2c(c1)OCO2
10) O=S(=O)(Nc1ccc(-c2cn3ccsc3n2)cc1)c1ccc2c(c1)OCCO2
11) N#Cc1c(-c2ccc(Cl)cc2)c2c([nH]c1=O)-c1ccccc1OC2
12) CCOc1ccc(/C=N/OCC(=O)Nc2ccc3c(c2)OCO3)cc1
13) COc1cc2c(cc1OC)CN(Cc1cc(=O)oc3c(C)c(C)ccc13)CC2
14) Fc1cccc(Cl)c1CNC(c1ccccc1)c1ccccc1
15) Cc1nn2c(nc1=O)NNC2(C)C(C)(C)C (stereo unspecified)
16) CC12CCC(C(=O)N3CCc4ccccc43)(CC1=O)C2(C)C (stereo unspecified)

compound no.,9,10,11,12,13,14,15,16
Tau fluor counter,-5%,?,-12%,-20%,-15%,-8%,-15%,-7%
GLA spleen mod,1%,7%,?,-1%,1%,-5%,1%,-8%
GAA spleen mod,-2%,-9%,?,5%,-4%,-3%,0%,-4%
Tau fibril ThT,-3%,-12%,-9%,?,?,4%,-19%,-7%
HTT ATP protect,-7%[1.9 µM],-22%[10 µM],2%[10 µM],-27%,-7%[10 µM],-37%,-7%[10 µM],-12%[0.074 µM]
Tau fibril FP,-4%,-4%,-11%,-1%,-5%,-6%,-7%,11%
GAA glycogen mod,-4%,-7%,5%,-7%,?,-4%,?,8%
GAA inhib,-7%,6%,/,-4%,?,-14%,2%,2%[15.4 µM]

# 3 of the compounds above, with two lines to a compound:
# Values run as follows: Tau fluor counter	GLA spleen mod	GAA spleen mod	Tau fibril ThT	HTT ATP protect	Tau fibril FP	GAA glycogen mod	GAA inhib
12	CCOc1ccc(/C=N/OCC(=O)Nc2ccc3c(c2)OCO3)cc1
→ -20%	-1%	5%	?	-27%	-1%	-7%	-4%
13	COc1cc2c(cc1OC)CN(Cc1cc(=O)oc3c(C)c(C)ccc13)CC2
→ -15%	1%	-4%	?	-7%[10 µM]	-5%	?	?
14	Fc1cccc(Cl)c1CNC(c1ccccc1)c1ccccc1
→ -8%	-5%	-3%	4%	-37%	-6%	-4%	-14%

# More structures:
17) COc1ccccc1CNC(=S)NC1CCCC1
18) N#CC1=C2SCN(C3CCCCC3)CN2C(=O)CC1c1ccc(F)cc1 (stereo unspecified)
19) COc1ccc([N+](=O)[O-])c(OC)c1C(=O)NC(=O)Nc1c(F)cc(F)cc1F
20) C#CCOC(=O)C(NC(=O)c1ccccc1)=C1CCCCC1
21) Cc1cc(Nc2cccc(F)c2)nc(NCc2ccccc2)n1
22) O=C(Nc1ccc(Oc2ccc3ccccc3c2)cc1)c1ccco1
23) O=C(Nc1ccc(S(=O)(=O)Nc2nccs2)cc1)C1CC(=O)N(c2ccccc2)C1 (stereo unspecified)
24) COc1ccc(NC(=O)N2Cc3ccccc3CC2C(=O)NC(C)(C)C)cc1 (stereo unspecified)

compound no.,17,18,19,20,21,22,23,24
Tau fluor counter,-6%,-11%,-15%,-1%,16µM*[quencher],?,-1%,-14%
GLA spleen mod,-3%,/,4%,4%,1%,5%,-6%,-10%
GAA spleen mod,0%,/,1%,-1%,-4%,3%,-5%,-5%
Tau fibril ThT,-8%,28µM*,-10%,-12%,0%,-9%,-2%,-14%
HTT ATP protect,2%[10 µM],/,9%[10 µM],?,23%[10 µM],-57%[inhibitor],-19%,-4%
Tau fibril FP,12%,?,-6%,8%,?,?,4%,5%
GAA glycogen mod,-11%,1%[76.3 µM],7%,-1%,-8%,-3%,1%,-8%
GAA inhib,-1%,/,4%,-4%,3%,-14%,-5%,4%

# Part of the list above, with two lines to a compound:
# Values run as follows: Tau fluor counter | GLA spleen mod | GAA spleen mod | Tau fibril ThT | HTT ATP protect | Tau fibril FP | GAA glycogen mod | GAA inhib
8: CN(C)CCCn1c(=S)[nH]c2ccccc2c1=O
  2% | -14% | 0% | 4% | -15% | 1% | -2% | 5%
13: COc1cc2c(cc1OC)CN(Cc1cc(=O)oc3c(C)c(C)ccc13)CC2
  -15% | 1% | -4% | ? | -7%[10 µM] | -5% | ? | ?
5: CCCCCN1C/C=C\C(c2ccc(OC)cc2)N(Cc2ccc(F)cc2)C(=O)C1 (stereo unspecified)
  1% | 7%&-3% | 16%&-1% | 0% | 23%[10 µM] | 2% | 1% | /
2: CC(C)c1ccc(S(=O)(=O)c2nnn3c2nc(N2CCCC2)c2sccc23)cc1
  -10% | / | / | -1% | / | -4% | -2%[76.3 µM] | /

# (cont.)
25) COc1ccccc1NC(=O)CN1CCN(Cc2ccccc2)CC1
26) O=C(NCc1ccc(Cl)cc1)c1ccc(CSc2nc3ccncc3[nH]2)cc1
27) Cc1ccc(S(=O)(=O)N2CCCCC2c2cccnc2)c(C)c1C (stereo unspecified)
28) COc1ccccc1-c1csc(Cc2nnc3n2CCCCC3)n1
29) O=C1NC(=S)N/C1=C/c1cccc([N+](=O)[O-])c1O
30) Cc1nc2cc(-c3ccccc3)nn2c(C)c1CCC(=O)N1CCN(c2ccccc2)CC1
31) COc1ccc(NC(=O)/C(C#N)=C/c2ccc(OCc3ccccc3F)cc2)cc1
32) Cc1ccc2nc(-c3cc(NC(=O)COc4ccc(C)c(C)c4)ccc3Cl)oc2c1

compound no.,25,26,27,28,29,30,31,32
Tau fluor counter,-11%,-12%,-2%,1%,?,-23%&-14%,1%,?
GLA spleen mod,-17%,-4%,3%,-14%,-16%,-4%,-4%,/
GAA spleen mod,-21%,-4%,1%,-2%,-7%,-1%,-12%,/
Tau fibril ThT,-14%,/,-8%,-6%,4.5µM*,?,?,-5%
HTT ATP protect,8%,1%[10 µM],18%[10 µM],-7%,-4%,-41%[inhibitor],-5%[10 µM],/
Tau fibril FP,3%,-3%,11%,5%,-8%,5%&8%,-10%,?
GAA glycogen mod,-2%,-1%,0%,11%,3%,11%[76.3 µM],-2%,11%[76.3 µM]
GAA inhib,-4%,/,-13%[15.4 µM],-3%,5%,-3%,1%,/

33) COc1ccc(-c2noc(CN3C(=O)c4ccccc4C3=O)n2)cc1
34) Cc1ccnc(SCc2cc(=O)c(OC(=O)c3ccc(S(=O)(=O)N(C)C)cc3)co2)n1
35) CC(=O)C1=C(c2ccccc2)NC(=O)NC1c1ccccc1OCC#N (stereo unspecified)
36) COC(=O)c1sccc1NC(=O)Nc1cccc(F)c1
37) COc1cccc(-c2noc(CCC(=O)NC3CCCCC3)n2)c1
38) CC(C)c1nnc(NC(=O)Cc2cccs2)s1
39) O=C(NCc1ccccn1)C1CC(c2ccccc2Cl)=NO1 (stereo unspecified)
40) COc1ccc(CCN2C(=O)NC(NC(=O)CCc3ccccc3)(C(F)(F)F)C2=O)cc1OC (stereo unspecified)

compound no.,33,34,35,36,37,38,39,40
Tau fluor counter,-14%,-2%,-1%,-17%,1%,5%,-4%,0%
GLA spleen mod,3%,6%,7%,2%,3%,8%,-11%,-16%
GAA spleen mod,-4%,4%,3%,-11%,6%,1%,-4%,-6%
Tau fibril ThT,-4%,?,0%,-13%,-2%,-2%,-10%,1%
HTT ATP protect,-2%[0.074 µM],-8%[10 µM],0%[0.074 µM],/,0%,26%[10 µM],28%[10 µM],4%[10 µM]
Tau fibril FP,-9%,0%,6%,-11%,6%,14%,1%,-2%
GAA glycogen mod,4%,-14%,3%,-5%,2%,1%,9%,3%
GAA inhib,-4%,6%,-8%,-1%,-4%,1%,12%,-3%

41) CCOc1ccccc1NC(=S)NNS(=O)(=O)c1c(C)cc(C)cc1C
42) CCN(CC)C(=O)c1sc(NC(=O)c2cc(-c3ccc(C)s3)nc3ccccc23)c(C(=O)OC)c1C
43) COC(=O)/C(=C/Nc1ccc(O)cc1)[N+](=O)[O-]
44) O=C1c2ccccc2C(Nc2ccc3c(c2)OCCO3)N1c1ccccn1 (stereo unspecified)
45) Cc1ccc[n+](CC(=O)c2ccc(-c3ccccc3)cc2)c1
46) CC(C)N(C(=O)COC(=O)c1ccc(O)cc1)C(C)C

compound no.,41,42,43,44,45,46
Tau fluor counter,-11%,-28%,?,-25%,1%,-9%
GLA spleen mod,0%,-3%,-10%,-1%,15%,9%
GAA spleen mod,0%,-6%,-12%,-3%,-1%,0%
Tau fibril ThT,-6%,-20%,18µM*,-3%,1%,-14%
HTT ATP protect,10%[10 µM],-4%,2%,-11%,6%[10 µM],7%[10 µM]
Tau fibril FP,5%,-8%,?,?,2%,-2%
GAA glycogen mod,-6%,-8%,?,-16%,15%,4%
GAA inhib,-1%,-4%,-1%,10%,3%,-7%
